Pf Dd2 growth: blocks in vitro growth of P. falciparum Dd2; 120,000 compounds, 4.3% hits; AID 1347417; Potency, µM (doses to about 28.9 µM), for the others: at the top dose activity, negative = inhibition, usual class: inhibitors; P. falciparum Dd2 growth, SYBR Green, 72 h; active = well fitted inhibition curve with a large enough effect; inconclusive = small, poorly fitted or top-dose-only effect; inactive = no such curve, though single readings can be large or run the other way;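 also: plate controls were DMSO vehicle for no effect and reference drug for full effect; nearly all actives have a fitted effect of over 65% in size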
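Infected erythrocytes (Dd2, 0.3% parasitemia, 2.5% hematocrit final) are added to compound in RPMI-1640/Albumax II medium, grown 72 h at 37C in low oxygen, then lysed with saponin/Triton-X containing SYBR Green and read by fluorescence.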
Active calls of the source: *; i = inactive; ? = inconclusive; [ ] = another dose, or the depositor's remark. Potency is read from the fitted curve at half-maximal effect.

The opening 6 entries, ahead of the listing:
SMILES	Pf Dd2 growth
O=C(Cn1nc2c(cc1=O)CCCCC2)Nc1ccncc1	12%
Cc1cccc(CN2CCN(C(=O)c3cnc4ccccn4c3=O)CC2=O)c1	-3%
Cc1ccccc1CNC(=O)C(=O)NCC(c1ccco1)S(=O)(=O)c1cccs1 (configuration not stated)	i
COc1ccc(CNC(=O)CCS(=O)(=O)c2ccc3c(c2)oc(=O)n3C)cc1	22%
COc1ccccc1NC(=O)C1=C(C)Nc2ncnn2C1c1sccc1C (configuration not stated)	17%
COc1ccc(-c2nc(C3CC3)nc3c2CCN(C(=O)c2ccccc2OC)CC3)cc1	?

Results, from the first entry:
SMILES	Pf Dd2 growth
O=C(Cn1nc2c(cc1=O)CCCCC2)Nc1ccncc1	12%
Cc1cccc(CN2CCN(C(=O)c3cnc4ccccn4c3=O)CC2=O)c1	-3%
Cc1ccccc1CNC(=O)C(=O)NCC(c1ccco1)S(=O)(=O)c1cccs1 (configuration not stated)	i
COc1ccc(CNC(=O)CCS(=O)(=O)c2ccc3c(c2)oc(=O)n3C)cc1	22%
COc1ccccc1NC(=O)C1=C(C)Nc2ncnn2C1c1sccc1C (configuration not stated)	17%
COc1ccc(-c2nc(C3CC3)nc3c2CCN(C(=O)c2ccccc2OC)CC3)cc1	?
Cc1ccc(C)c(C(=O)N2C[C@@H](F)C[C@H]2C(=O)N2CCCCC2)c1	19%
CC(C)C[C@H](NC(=O)[C@@H]1C[C@@H](n2nnc(C(N)=O)c2C(N)=O)CCN1C(=O)c1cnccn1)C(N)=O	-14%
COC(=O)[C@@H]1Cc2ncn(C(C)C)c2CN1S(=O)(=O)Cc1ccccc1	?
Cc1ccc2c(CC(=O)Nc3ccc(S(=O)(=O)N4CCC(C)CC4)cc3)coc2c1	-18%
CCc1cc2c(cc3c(=O)n(CC(=O)N4CCCCC4)nc(CC)n32)s1	-11%
CSCC(=O)N1C[C@@H]2C[C@H](C1)c1c(-c3ccc(NC(C)=O)cc3)ccc(=O)n1C2	1%[44.1 µM]
O=C(c1cocn1)N1CCNc2cnc(Nc3cccc(C(F)(F)F)c3)nc2C1	-1%[44.1 µM]
COc1ccc(-c2cc(N3CCC(NC(=O)c4ccc(F)cc4Cl)C3)n[nH]2)cc1 (configuration not stated)	i
COC(=O)c1c(-c2ccc(Cl)cc2)noc1N1CCN(c2cccc(C(F)(F)F)c2)CC1	7.1µM*
CCNC(=O)c1cccnc1OC1CCN(C(=O)CC)C1 (configuration not stated)	11%
COc1ccc(C(=O)N2CCC(Cc3nc(-c4ccc(F)cc4)no3)CC2)cc1F	-20%
CN1C(=O)CCC2(CNC(=O)Nc3ccc4c(c3)OCCO4)CCC=C12 (configuration not stated)	?
CCN1CCC2(Cc3ccccc3CN(C(=O)Cc3ccccc3)C2)C1 (configuration not stated)	11µM*
Cc1ccc(C(=O)c2sc(Nc3ccc(F)cc3)c(C#N)c2N)cc1	i
CCOc1ccccc1NC(=O)Nc1ccccc1OCc1cc(=O)n2ccccc2n1	-22%
O=C(Nc1ccncc1)C1=NO[C@@H]2CN(CCc3ccccc3)C[C@H]12	28%[44.1 µM]
CC(=O)N[C@@H]1CCC[C@@H](C(=O)NCc2cc(C)on2)CC(=O)N(C)C1	36%[activator][44.1 µM]
COc1ccc(C)cc1NC(=O)CC1NCCNC1=O (configuration not stated)	-4%
COCCc1noc([C@@H]2CN(Cc3ccoc3)C[C@H]2CO)n1	6%
O=C(Nc1ccc(N2CCOCC2)cc1)C1CN(S(=O)(=O)C2CC2)CC12CCCCC2 (configuration not stated)	?
CC(=O)Nc1ccccc1-c1nc2ccccc2n(CC(=O)c2ccc(Br)cc2)c1=O	8%
O=C(Cn1cc(C(=O)C2CCCCC2)c2ccccc21)Nc1ccccc1Cl	-18%
CCc1ccccc1NC(=O)c1nc(-c2ccncc2)no1	3%
CC1CCCN(C(=O)CN2CCCc3nc(-c4ccccc4)ncc3C2=O)C1 (configuration not stated)	-26%
CNC(=O)NC[C@H]1CCN(Cc2ccccc2C#N)C[C@H]1N(C)C	i
COc1cccc(CC(=O)NCCC2CCN(C(=O)Nc3ccccc3C)CC2)c1	-10%
CC(C)c1ccc(CC(=O)N2CCCc3ncc(C(=O)NCc4cccc(Cl)c4)cc32)cc1	?
COc1ccccc1-c1ccnc(N[C@H]2CO[C@H]3[C@@H]2OC[C@@H]3NC(=O)Nc2cccc(C(F)(F)F)c2)n1	-7%
CCOc1ccccc1C1CC(=O)Oc2c1c(=O)n(C)c1ccccc21 (configuration not stated)	115%[activator]
COCc1nnc2n1CCC(NC(=O)CCc1ccc(OC)cc1)CC2 (configuration not stated)	17%
NCc1cc(NC(=O)c2ccccn2)cc(C(=O)N2CC[C@H]3CNC[C@H]32)c1	2%
O=C(Nc1ccc(F)cc1F)c1ccc2c(=O)n3c(nc2c1)CCCCC3	11%
COc1ccccc1OCCN1C(=O)C2(CCOCC2)CC1c1nnnn1C(C)(C)C (configuration not stated)	i
O=c1c2c(CO)c(-c3ccccc3)nn2ccn1Cc1cc(F)ccc1F	-13%
CCCCc1nc2ccccc2n2c(-c3ccc(C)cc3)c3c(=O)n(C)c(=O)n(C)c3c12	88%[activator]
O=C(c1ccno1)N1CCOC[C@H](Oc2ccc(C(F)(F)F)cc2)C1	-14%[44.1 µM]
CCOC(=O)c1c(S(=O)(=O)N2CCN(c3cccc(C(F)(F)F)c3)CC2)c(C)n(C)c1C	i
CN(C(=O)CCc1nc(-c2ccccc2F)no1)c1ccc(Cl)cc1	-11%
COc1ccc(OC)c(CN2CCCC(COc3ccccc3C(=O)N3CCCC3)C2)c1 (configuration not stated)	?
CC(C)c1ccc(N2C(=O)[C@@H]3C[C@@H](NC(=O)C4CCN(c5nccc(C(F)(F)F)n5)CC4)CCN3C2=O)cc1	i
COc1cc(C(=O)NCC(c2ccc(Cl)cc2)N2CCOCC2)cc(OC)c1OC (configuration not stated)	10%
O=C(Cn1nc(-c2ccc(Cl)cc2)c2ccccc2c1=O)Nc1cccc(Br)c1	-8%

3 entries drawn at random from the list so far, as already listed:
SMILES	Pf Dd2 growth
CC(C)c1ccc(N2C(=O)[C@@H]3C[C@@H](NC(=O)C4CCN(c5nccc(C(F)(F)F)n5)CC4)CCN3C2=O)cc1	i
COc1cc(C(=O)NCC(c2ccc(Cl)cc2)N2CCOCC2)cc(OC)c1OC (configuration not stated)	10%
O=C(c1ccno1)N1CCOC[C@H](Oc2ccc(C(F)(F)F)cc2)C1	-14%[44.1 µM]

Grouped by structure: the entries above with a Cl atom.
SMILES	Pf Dd2 growth
COc1ccc(-c2cc(N3CCC(NC(=O)c4ccc(F)cc4Cl)C3)n[nH]2)cc1 (configuration not stated)	i
COC(=O)c1c(-c2ccc(Cl)cc2)noc1N1CCN(c2cccc(C(F)(F)F)c2)CC1	7.1µM*
O=C(Cn1cc(C(=O)C2CCCCC2)c2ccccc21)Nc1ccccc1Cl	-18%
CC(C)c1ccc(CC(=O)N2CCCc3ncc(C(=O)NCc4cccc(Cl)c4)cc32)cc1	?
CN(C(=O)CCc1nc(-c2ccccc2F)no1)c1ccc(Cl)cc1	-11%
COc1cc(C(=O)NCC(c2ccc(Cl)cc2)N2CCOCC2)cc(OC)c1OC (configuration not stated)	10%
O=C(Cn1nc(-c2ccc(Cl)cc2)c2ccccc2c1=O)Nc1cccc(Br)c1	-8%

Continuation.
SMILES	Pf Dd2 growth
COCC(=O)N1CC[C@]2(O)CCN(C(=O)c3ccc(OC)o3)C[C@@H]2C1	-33%
Cc1cn2c(=O)cc(COc3cccc(NC(=O)c4ccccc4C)c3)nc2s1	5%
CCCCNC(=O)CCc1cc2ccc(C)cc2[nH]c1=O	i
CCOC(=O)C1CCN(C(c2ccccc2)c2c(O)cc(C)n(Cc3ccco3)c2=O)CC1 (configuration not stated)	i
CCN(Cc1ccncc1)C(=O)C1(Oc2ccc(C)cc2)CCNCC1	?
O=C(NCCc1ccccc1)c1ccc(Cn2c(=O)c3cccn3c3cccnc32)cc1	?
CN1c2cccnc2CN(Cc2ccccn2)CC[C@H]1CO	i
Cc1ccc(CN(C(=O)COc2ccccc2[N+](=O)[O-])c2ccccn2)o1	?
CCN1CCN(C(c2ccc(F)cc2)c2c(O)cc(C)n(CCOC)c2=O)CC1 (configuration not stated)	1%
CCOC(=O)c1oc2ccc(S(=O)(=O)n3nc(-c4cc(OCC)c(OCC)c(OCC)c4)cc3N)cc2c1C	10µM*
COc1cccc(CCC(=O)N2CCCC(Cc3nc(C4CCOCC4)no3)C2)c1 (configuration not stated)	i
CCc1ccc(NC(=O)CSc2nnc(CC)c(CC)n2)cc1	i
O=C1CCSC2(C(=O)N(Cc3ccc(F)cc3)c3ccccc32)N1c1ccc(F)c(F)c1 (configuration not stated)	-6%
COCCNC(=O)[C@@H]1C[C@@H](O)CN1C1CCN(C(=O)c2ccc(OC)nc2)CC1	-3%
Cc1cccc(S(=O)(=O)N2[C@@H]3CC[C@H]2CC(NC(=O)c2ccc(F)cc2)C3)c1 (some centres not stated)	i
COc1ccc(C2(C(=O)N3CCC4(CC3)NCCc3c4[nH]c4ccccc34)CC2)cc1	?
COc1ccc(N2Cc3c(ncnc3N3CCOCC3)N(C)CC2=O)cc1	7%
Cc1cnn(CCC(=O)N2CC(F)(F)C[C@H]2c2nnc(C)o2)c1	33%[activator]
CN1CC(=O)N(C2CCNC2)Cc2c(NCCc3cccc(F)c3)ncnc21 (configuration not stated)	-26%
Cc1cc(-c2cnc3n[nH]c(-c4ccccc4)c3n2)ccn1	-10%[44.1 µM]
COc1ccc(CNC(=O)[C@@H]2Cc3cn(Cc4cccnc4)c4cccc(c34)[C@H](CC(C)C)N2)cc1	?
CCN1C(=O)CCN(C(=O)CCc2ccc(OC)cc2)CC12CCOCC2	-1%
CCNC(=O)N1CCC2(CC1)CC(N(C(=O)c1ccccc1)C1CC1)CCO2 (configuration not stated)	15%
O=C(CC1CCCC1)N1CCC2(CC1)CC(N(Cc1ccccc1)C1CC1)CCO2 (configuration not stated)	?
COc1ccc(NC(=O)CN(C)S(=O)(=O)c2ccc3[nH]c4c(c3c2)CCCC4)cc1OC	-12%
Cc1ccc2nc(N3CCN(C(=O)C4COc5ccccc5O4)CC3)sc2c1 (configuration not stated)	1%
Cc1nnc(-c2cc(NCc3cccs3)ccn2)n1C1CCCCC1	?
O=C(NCc1ccccc1Cl)c1cc2c(s1)-c1ccc(Cl)cc1SC2	6%
CNC(=O)c1cnn2c1CN(C(=O)c1ccccc1F)CC2	39%[activator]
c1cc2nc(C3CCCCC3)[nH]c2cn1	?
Cc1ccccc1OCC(=O)OCc1cc(=O)n2nc(-c3cccs3)sc2n1	-3%
CN(C)C(=O)C1CN(C(=O)Nc2ccc(F)cc2)CC12CCOCC2 (configuration not stated)	17%
COC[C@@]12CC[C@@H](N3CCOCC3)C[C@H]1CCN(Cc1cccc3nonc13)C2	?
Cc1cnc(CC2CCN(S(=O)(=O)c3ccc4c(c3)CCC4)C2)n1CC1CC1 (configuration not stated)	-16%
CCOC(=O)c1ccccc1NC(=O)COC(=O)CC(C)(C)CC1=NS(=O)(=O)c2ccccc2N1	5%
CCn1c(CO)nnc1C1CC(NC(=O)c2cnc3sccn3c2=O)C1 (configuration not stated)	?
Cn1ccnc1C(=O)N1CCC(C(=O)N2CCCCCCNC(=O)CC2)CC1	6%
Cc1ccc(CNC(=O)c2cc3cc(C)ccc3n2C)cc1	14%
O=C(C1CCCCC1)N1CCCC(n2cc(-c3nc(-c4ccccc4)no3)nn2)C1 (configuration not stated)	-2%
O=c1[nH]c(SCc2ccc(F)cc2)nc2c1CCCC2	51%[activator]
CCC1CCCCN1C(=O)c1nn(-c2ccc(C)cc2)c(=O)c2c1c1ccccc1n2C (configuration not stated)	52%[activator]
CC(C)N1CCC(N2CCN(Cc3cn[nH]c3-c3cccc(F)c3)CC2CCO)CC1 (configuration not stated)	4%
O=C(c1ccc(F)c(F)c1)N1CCC[C@H]1c1nc(-c2ccccc2)no1	19%
CCOc1ccc(NC2SC(=O)N(Cc3ccccc3)C2=O)cc1 (configuration not stated)	37%[activator][5.79 µM]
O=C(NCC(F)F)C1CN(Cc2ccccc2)C(=O)N1 (configuration not stated)	1%[44.1 µM]
Cc1cc(C)cc(-c2ccc(C(=O)NCCCn3ccnc3C(C)C)cn2)c1	?
COc1cccc(CC(=O)N2CCCN(c3cc(-c4ccc(Br)cc4)[nH]n3)CC2)c1	-16%
COCc1nc(C2CC(Nc3ncnc4ccsc34)C2)cc(=O)[nH]1 (configuration not stated)	-1%
CC1(CNc2ccccc2)COc2ccc(C(=O)NCCOc3ccccc3)cc2N1 (configuration not stated)	-20%[44.1 µM]
COCC1CN(S(=O)(=O)c2c(C)noc2C)CC12CCNCC2 (configuration not stated)	2%
Cn1nccc1CN1CCC(n2cc[nH]c2=O)CC1	-3%[44.1 µM]
CC(C)c1ccc(N2C(=O)N[C@@H]3CCN(C(=O)c4ccc(C(F)(F)F)cc4)[C@@H]3C2=O)cc1	i
O=C(CN1C(=O)CNC1=O)NCc1cccnc1Oc1ccccc1F	-1%
O=C(Nc1ccc(Oc2ccccc2)cc1)N[C@H]1CO[C@H]2[C@@H]1OC[C@@H]2n1cc(-c2ccccc2)nn1	-8%
COc1ccc(CNC(=O)c2cc(-c3cccs3)nc3ccccc23)c(OC)c1	-28%
Cc1nc(N2CCC(C(=O)NCCc3ccccc3)CC2)cc(C(F)(F)F)n1	?
COC(=O)CNC(=O)C1CCc2nnc(-c3ccccc3OC)n21 (configuration not stated)	37%[activator]
CCCCn1c(SCC(=O)c2ccccc2)nc2c(sc3ccccc32)c1=O	4%
CN(c1ccccc1)C1CNC1	?
C=CCNC(=O)N[C@H]1CCN2C(=O)c3ccc(Cl)cc3NC(=O)[C@@H]2C1	26%[44.1 µM]
CCS(=O)(=O)NCC1(COc2ccc(S(C)(=O)=O)cc2)C[C@@H](O)[C@@H](O)C1 (some centres not stated)	-6%[44.1 µM]
Cc1c(C(=O)N2CCCC2)oc2c1-c1nn(CC(=O)NCc3ccc(OC(C)C)cc3)cc1CC2	?

Bioassay records as filed in PubChem.

An excerpt. The share of hits here may be higher or lower than overall.
